# Source: PubChem BioAssay
# HRas wt GTP = modulators of GTP binding to human HRas wildtype | GTP binding activity, % at 10 µM | GST-Ras wt beads, Bodipy-FL-GTP binding, flow cytometry; actives lie on both sides | 190,000 tested, 0.14% active | AID 759 | P01112;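 active = GTP binding activity at least 20% away from the 100% baseline, either lowered as inhibitor or raised as activator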;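 also: 0% = unlabeled GTP competition control and 100% = no-compound control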
# Target sequence (P01112 whole entry, looked up): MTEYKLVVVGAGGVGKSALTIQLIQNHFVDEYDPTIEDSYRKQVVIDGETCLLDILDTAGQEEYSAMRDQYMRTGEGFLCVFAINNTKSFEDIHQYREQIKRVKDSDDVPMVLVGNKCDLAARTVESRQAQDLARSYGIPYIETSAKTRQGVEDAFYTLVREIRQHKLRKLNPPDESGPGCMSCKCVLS
# Bcl-2 Bim block = disrupts Bim peptide binding to human Bcl-2 | AID 950 | Bead-based flow cytometry, Bim peptide-Bcl-2 binding | inhibition, % at 10 µM | P10415 | 190,000 tested, 0.06% active; in the data active = inhibition above about 40%;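 also: 0% = no compound wells with probe peptide and 100% = reference peptide inhibitor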
# Target sequence (P10415 whole entry, looked up): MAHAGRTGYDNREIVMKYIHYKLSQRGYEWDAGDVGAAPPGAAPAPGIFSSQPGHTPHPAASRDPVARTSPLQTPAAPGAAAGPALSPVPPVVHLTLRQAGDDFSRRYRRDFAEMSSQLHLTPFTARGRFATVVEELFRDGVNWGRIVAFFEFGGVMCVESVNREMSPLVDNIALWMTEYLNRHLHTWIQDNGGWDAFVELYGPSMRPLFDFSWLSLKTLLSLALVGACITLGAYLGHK
# Rac1 mut GTP = modulators of GTP binding to human Rac1 activated mutant. P63000. GST-Rac1 activated beads, fluorescent GTP binding, flow cytometry; actives lie on both sides; 100% means binding = to untreated wells. percent activity (GTP binding), % at 10 µM. 190,000 tested, 0.11% active. AID 764;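 active = GTP binding at least 20 percentage points away from the 100% baseline, in either direction, so actives lie on both sides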
# Bcl-W Bim block = human Bim-Bcl-W interaction inhibition. 190,000 tested, 0.02% active. bead-based flow cytometry, Bim peptide-Bcl-W binding. Q92843. inhibition, % at 10 µM. AID 952;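 also: 0% = bound tracer without compound and 100% = peptide blocker; higher means less fluorescent Bim peptide bound to Bcl-W beads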
# Target sequence (Q92843 whole entry, looked up): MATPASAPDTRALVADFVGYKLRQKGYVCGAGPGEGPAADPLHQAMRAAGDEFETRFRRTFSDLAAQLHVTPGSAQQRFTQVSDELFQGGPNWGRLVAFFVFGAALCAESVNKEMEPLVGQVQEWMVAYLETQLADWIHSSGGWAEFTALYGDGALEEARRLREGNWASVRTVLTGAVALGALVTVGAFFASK
# Bcl-XL Bim block = human Bim-Bcl-XL interaction inhibition | Q07817 | Bim peptide-Bcl-XL binding, bead flow cytometry, fluorescence | inhibition, % at 10 µM | 190,000 tested, 0.04% active | AID 1007
# Bcl-B Bim block = inhibitors of Bim-Bcl-B interaction, human; bead-based flow cytometry, Bim peptide-Bcl-B binding; inhibition, % at 10 µM; 190,000 tested, 0.073% active;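 also: 0% = tracer peptide without compound and 100% = reference inhibitor peptide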
# Target sequence (Q9HD36 whole entry, looked up): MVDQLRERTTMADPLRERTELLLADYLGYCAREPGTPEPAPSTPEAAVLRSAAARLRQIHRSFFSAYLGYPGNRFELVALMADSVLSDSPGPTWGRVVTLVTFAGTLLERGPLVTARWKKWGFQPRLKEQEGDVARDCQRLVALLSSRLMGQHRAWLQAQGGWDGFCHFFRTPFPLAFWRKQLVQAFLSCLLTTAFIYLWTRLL
# Rab2A wt mod = changes GTP binding to wildtype dog Rab2A, up or down. GST-Rab2 wt beads, Bodipy-GTP binding, flow cytometry. 190,000 tested, 0.19% active. GTP binding activity, % at 10 µM. AID 760. P61105;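 active = GTP binding activity at least 20 points away from 100%, either lowered or raised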;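 also: 0% = beads with excess unlabeled GTP and 100% = no-compound control corrected for plate trend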
# Bim-Bfl-1 = disrupts Bim binding to human Bfl-1; 190,000 tested, 0.12% active; AID 1008; inhibition, % at 10 µM; Q16548; Bead-based flow cytometry, Bim-Bfl-1 binding inhibition;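 also: 0% = wells without compound plus tracer and 100% = blocker peptide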
# Cdc42 wt = modulators (inhibitors or activators) of GTP binding to human Cdc42 wildtype | P60953 | GST-Cdc42 beads, Bodipy-GTP binding, flow cytometry; actives lie on both sides | percent activity (GTP binding), % at 10 µM | 190,000 tested, 0.2% active;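 active = percent activity GTP binding at least 20 points away from the 100% baseline, either down as inhibitor or up as activator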;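 also: median bead fluorescence of bound Bodipy-FL-GTP at 100 nM; 0% = excess unlabeled GTP control and 100% = no compound control; below 100% means less GTP binding so inhibitor and above means activator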
# Target sequence (P60953 whole entry, looked up): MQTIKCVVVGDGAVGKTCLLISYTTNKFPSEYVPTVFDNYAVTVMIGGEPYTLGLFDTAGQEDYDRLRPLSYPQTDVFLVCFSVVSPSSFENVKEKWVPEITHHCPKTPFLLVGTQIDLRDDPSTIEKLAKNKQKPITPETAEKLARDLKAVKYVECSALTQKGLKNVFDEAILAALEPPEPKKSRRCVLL
# Rac1 wt modul = alters GTP binding to wildtype human Rac1. 190,000 tested, 0.27% active. GST-Rac1 beads, fluorescent GTP binding, flow cytometry; actives lie on both sides; 0 = cold GTP competed, 100 = untreated. P63000. GTP binding activity (% of control), % at 10 µM;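 active = GTP binding activity at least 20 points away from the 100% control level, either lower or higher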
# Rab7 wt modul = modulators of GTP binding to dog Rab7 wildtype GTPase; GST-Rab7 beads, fluorescent GTP binding, flow cytometry; actives lie on both sides; untreated = 100%, excess cold GTP = 0%; GTP binding activity (percent of control), % at 10 µM; 190,000 tested, 0.055% active; AID 758;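 active = fluorescent GTP binding to Rab7 beads changed by at least 20 points from the 100% baseline, either direction, mostly lower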;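 also: median green fluorescence of bound Bodipy-FL-GTP per Rab7 bead population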
# An asterisk follows results filed as active. Rule as the data show it, unless noted: active = inhibition above about 40%.
SMILES,HRas wt GTP,Bcl-2 Bim block,Rac1 mut GTP,Bcl-W Bim block,Bcl-XL Bim block,Bcl-B Bim block,Rab2A wt mod,Bim-Bfl-1,Cdc42 wt,Rac1 wt modul,Rab7 wt modul
Cc1ccc(CS(=O)(=O)CCC(=O)O)cc1,91.0,-2.0,95.0,1.0,-1.0,-3.0,93.0,-3.0,91.0,95.0,89.0
NC(=S)N/N=C/c1ccc(C(F)(F)F)cc1,98.0,2.0,98.0,1.0,-5.0,-4.0,94.0,0.0,96.0,99.0,98.0
CCOC(=O)C1CCN(CC(O)COc2ccc(C(C)(C)C)cc2)CC1 (stereo not given),100.0,-8.0,96.0,0.0,-3.0,-3.0,95.0,-11.0,98.0,96.0,95.0
Cn1c(SCC(=O)N2CCCC2)nnc1-c1ccc(S(=O)(=O)N2CCCC2)cc1,99.0,2.0,100.0,0.0,0.0,2.0,97.0,1.0,100.0,105.0,97.0
CC(C)C(=O)N1CCN(c2cc(N3CCN(C)CC3)c(F)cc2[N+](=O)[O-])CC1,96.0,0.0,96.0,-4.0,0.0,1.0,97.0,4.0,102.0,99.0,93.0
CCCCOC(=O)C1C2C=C[C@]3(CN(CCCOC)C(=O)[C@H]13)O2 (stereo not given in full),96.0,4.0,96.0,0.0,0.0,2.0,94.0,3.0,99.0,100.0,91.0
Cc1ccc(-c2cn3cccnc3n2)cc1NC(=O)c1c(-c2ccccc2Cl)noc1C,97.0,0.0,92.0,-1.0,-4.0,0.0,95.0,-3.0,94.0,95.0,95.0
NS(=O)(=O)c1ccc(NC(=O)COC(=O)C2(c3ccc(F)cc3)CCCC2)cc1,102.0,-9.0,99.0,-3.0,-9.0,-5.0,103.0,-13.0,90.0,100.0,100.0
CCOc1ccc(NC(=O)Nc2cccs2)cc1,98.0,-9.0,101.0,-2.0,-3.0,-9.0,100.0,-11.0,101.0,106.0,99.0
O=S(=O)(c1ccc(Oc2ccc(Br)cc2)cc1)N1CCOCC1,95.0,-8.0,95.0,1.0,-11.0,-8.0,96.0,-9.0,94.0,92.0,95.0
Cc1ccc(C(=O)NCC(=O)N/N=C/c2cccs2)cc1[N+](=O)[O-],101.0,-1.0,96.0,-7.0,-12.0,-3.0,100.0,-5.0,96.0,101.0,105.0
Cc1ccc(NCc2ccccc2O)cc1,105.0,0.0,98.0,1.0,0.0,0.0,104.0,0.0,103.0,102.0,105.0
O=C(Cc1ccc2c(c1)OCCO2)N1CCN(S(=O)(=O)c2cccs2)CC1,97.0,0.0,97.0,-1.0,-1.0,-2.0,96.0,-4.0,97.0,97.0,95.0
N#C/C(=C(/O)CCl)c1nc2ccccc2[nH]1,93.0,-2.0,93.0,-5.0,-2.0,0.0,96.0,3.0,88.0,93.0,100.0
CCN(CC)CCCN1C(=O)C(O)=C(C(=O)c2ccco2)C1c1ccc(OC(C)C)cc1 (stereo not given),107.0,-2.0,104.0,-1.0,-2.0,0.0,109.0,-1.0,108.0,106.0,99.0
CCOc1ccc(-n2c(C)cc(/C=N/N(C)C)c2C)cc1,95.0,2.0,92.0,-1.0,0.0,0.0,91.0,3.0,95.0,95.0,93.0
Cc1ccc(NC(=S)NCCc2ccc(S(N)(=O)=O)cc2)cc1C,102.0,0.0,98.0,1.0,-1.0,-4.0,103.0,-2.0,105.0,106.0,102.0
CCC(=O)N1CCN(c2ccc(NC(=S)NC(=O)c3cccc([N+](=O)[O-])c3)cc2)CC1,101.0,-5.0,97.0,-5.0,-4.0,-4.0,100.0,2.0,101.0,105.0,100.0
CC(C(=O)NN=C(c1ccccc1)c1ccccc1)N1CCOCC1 (stereo not given),104.0,-6.0,101.0,-2.0,0.0,-5.0,104.0,-4.0,99.0,107.0,112.0
Cc1cccc(C)c1NC(=O)CSc1nnc(-c2cccnc2)o1,102.0,-3.0,94.0,-1.0,-2.0,-2.0,102.0,-5.0,98.0,102.0,105.0
CCN(CC)S(=O)(=O)c1ccc(S(=O)(=O)N2CCN(C(=O)c3ccco3)CC2)cc1,101.0,0.0,99.0,-2.0,-3.0,-1.0,101.0,-1.0,101.0,105.0,101.0
CC1CCCCN1C(=O)CSc1nc(-c2ccccc2)cc(=O)[nH]1 (stereo not given),98.0,-9.0,95.0,0.0,-6.0,-7.0,96.0,-11.0,97.0,101.0,98.0
Cn1c(SCc2ccccn2)nnc1-c1cnccn1,103.0,2.0,102.0,-1.0,2.0,-4.0,104.0,-1.0,105.0,106.0,104.0
O=C(CCNS(=O)(=O)c1ccc(Cl)cc1)NCc1cccnc1,101.0,-6.0,100.0,0.0,-4.0,-2.0,102.0,0.0,102.0,106.0,101.0
CCOc1ccc(CC2S/C(=N/N=C/c3ccco3)NC2=O)cc1 (stereo not given),98.0,-5.0,97.0,-5.0,-3.0,-5.0,99.0,-4.0,97.0,97.0,103.0
O=C(O)c1cnc(-c2ccccc2)nc1C(F)(F)F,99.0,0.0,94.0,4.0,1.0,2.0,96.0,-1.0,98.0,103.0,98.0
Cc1nc2ccccc2c(=O)n1NC(=O)c1cncc(Br)c1,98.0,-4.0,93.0,-3.0,-4.0,-6.0,98.0,-10.0,94.0,97.0,102.0
O=C(CN1C(=O)CCC1=O)Nc1ccc(Cc2ccc(NC(=O)CN3C(=O)CCC3=O)cc2)cc1,98.0,0.0,94.0,-1.0,-4.0,-5.0,101.0,0.0,95.0,96.0,103.0
O=C(COC(=O)c1ccccc1Br)Nc1ccccc1F,95.0,-3.0,97.0,-3.0,-2.0,-4.0,99.0,-4.0,95.0,99.0,97.0
CCOC(=O)N1CCN(C(=O)CCSc2ccc(C)cc2)CC1,100.0,-7.0,99.0,-2.0,-6.0,-6.0,100.0,-11.0,99.0,103.0,100.0

# 4 compounds from above, arranged by the number in Bcl-XL Bim block, smallest number first.
Molecule	Bcl-XL Bim block
NC(=S)N/N=C/c1ccc(C(F)(F)F)cc1	-5.0
O=C(CN1C(=O)CCC1=O)Nc1ccc(Cc2ccc(NC(=O)CN3C(=O)CCC3=O)cc2)cc1	-4.0
CCN(CC)CCCN1C(=O)C(O)=C(C(=O)c2ccco2)C1c1ccc(OC(C)C)cc1 (stereo not given)	-2.0
CC(C)C(=O)N1CCN(c2cc(N3CCN(C)CC3)c(F)cc2[N+](=O)[O-])CC1	0.0

# (list continues)
SMILES,HRas wt GTP,Bcl-2 Bim block,Rac1 mut GTP,Bcl-W Bim block,Bcl-XL Bim block,Bcl-B Bim block,Rab2A wt mod,Bim-Bfl-1,Cdc42 wt,Rac1 wt modul,Rab7 wt modul
Cc1ccc(C(=O)NCc2ccccn2)o1,101.0,-6.0,101.0,-2.0,-8.0,-6.0,101.0,-1.0,102.0,103.0,104.0
CSc1nnc(Cc2cc(=O)[nH]c(=O)[nH]2)n1-c1cc(C)ccc1C,104.0,-1.0,103.0,0.0,1.0,1.0,103.0,-1.0,108.0,105.0,100.0
CC(=O)Nc1cc(S(=O)(=O)Nc2cccc(C)c2)c(C)cc1C,97.0,0.0,95.0,3.0,2.0,-2.0,97.0,-7.0,96.0,93.0,97.0
O=C(Nc1ccc(Cc2ccc(NC(=O)C3CC3)cc2)cc1)C1CC1,99.0,-7.0,94.0,-3.0,-5.0,-7.0,100.0,-12.0,101.0,99.0,106.0
CSc1n[nH]c(/N=C/c2oc(O)c3ccccc23)n1,96.0,0.0,95.0,0.0,-3.0,-2.0,99.0,-6.0,95.0,95.0,104.0
CCCCn1c(C)cc(/C=C(\C#N)C(=O)O)c1C,100.0,0.0,101.0,-3.0,-5.0,-6.0,100.0,0.0,99.0,101.0,104.0
CCc1nn(C(C)C(=O)NCCc2ccc(OC)c(OC)c2)c(=O)c2cc3occc3n12 (stereo not given),98.0,2.0,94.0,6.0,5.0,1.0,97.0,1.0,97.0,93.0,95.0
CC(C)COc1cccc(C(=O)NC(=S)Nc2cccc(NC(=O)c3ccccc3Cl)c2)c1,98.0,-4.0,102.0,-3.0,-6.0,-9.0,98.0,1.0,102.0,104.0,100.0
O=C(c1cc(S(=O)(=O)N2CCOCC2)c(Cl)cc1Cl)N1CCCCC1,101.0,-7.0,99.0,2.0,-1.0,-11.0,100.0,-13.0,100.0,105.0,99.0
Cc1cc(C)nc(N2CCC(C(=O)NCc3cccs3)CC2)n1,99.0,-6.0,99.0,3.0,-10.0,-8.0,98.0,-11.0,100.0,102.0,100.0
CC1CC1c1ccc(/C=C(\C#N)C(=O)Nc2ccccc2Cl)o1 (stereo not given),93.0,-6.0,94.0,-5.0,-6.0,-3.0,94.0,-1.0,97.0,96.0,93.0
COC(=O)c1ccc(NC(=O)CN2CCN(c3cccc(Cl)c3)CC2)cc1,99.0,-8.0,97.0,-2.0,-6.0,-8.0,97.0,-15.0,97.0,98.0,96.0
CCCCOc1ccc(NC(=O)C(=O)NCCCn2ccnc2)cc1,100.0,-3.0,96.0,-5.0,-7.0,-7.0,99.0,-3.0,96.0,100.0,98.0
CCOC(=O)C1(c2nc(N)cs2)COC(=O)C1 (stereo not given),98.0,-8.0,100.0,-2.0,-5.0,-12.0,99.0,-2.0,103.0,104.0,98.0
O=C(NCCF)[C@H]1C[C@@H]1[C@H](NP(=O)(c1ccccc1)c1ccccc1)c1ccccc1,101.0,0.0,100.0,1.0,2.0,2.0,103.0,0.0,105.0,104.0,102.0
O=C(COc1ccc(Cl)cc1Cl)N1CCCC1,99.0,-5.0,96.0,-1.0,-3.0,-7.0,98.0,-17.0,97.0,97.0,101.0
Cc1cccc(C(C)Nc2ccc([N+](=O)[O-])cn2)c1 (stereo not given),100.0,0.0,95.0,0.0,-1.0,-2.0,100.0,0.0,100.0,99.0,98.0
CCCOC(=O)c1ccc(Cl)c(NC(=O)c2cccnc2)c1,97.0,1.0,92.0,6.0,3.0,1.0,95.0,-6.0,94.0,94.0,97.0
Cc1ccc(N2C(=O)CS(=O)(=O)CC2=O)cc1,93.0,-1.0,91.0,0.0,-1.0,0.0,92.0,-8.0,89.0,92.0,94.0
CCCc1nnc(NC(=O)c2ccc([N+](=O)[O-])cc2)s1,102.0,2.0,104.0,-1.0,-4.0,-3.0,100.0,1.0,104.0,102.0,101.0
Cc1cc(C(=O)OCC(=O)N2CC(C)OC(C)C2)ccc1[N+](=O)[O-] (stereo not given),99.0,-5.0,93.0,-3.0,-5.0,-6.0,98.0,-7.0,94.0,96.0,102.0
CC(NC(=O)/C=C/c1ccco1)c1nc2ccccc2n1Cc1c(Cl)cccc1Cl (stereo not given),99.0,-3.0,97.0,-5.0,-6.0,-8.0,98.0,0.0,103.0,103.0,94.0
Fc1ccc(CNc2nc3ccccc3n3nnnc23)cc1,104.0,-6.0,98.0,0.0,-1.0,-9.0,103.0,-10.0,104.0,105.0,105.0
CCC(Cc1ccccc1)NC(=O)C1CCN(S(=O)(=O)c2c(C)noc2C)CC1 (stereo not given),101.0,-4.0,98.0,0.0,-2.0,-7.0,100.0,-17.0,103.0,108.0,102.0
CCOC(=O)CN(C(=O)c1ccccc1)c1ccccc1C,102.0,-7.0,99.0,0.0,-5.0,-6.0,101.0,-8.0,101.0,103.0,104.0
